CAL-PDZ inh HTS – untagged CAL PDZ binding inhibitors, primary screen, biochemical, fluorescence polarization, HTS; actives 0.92% (n = 300,000); Golgi-associated PDZ and coiled-coil motif-containing protein (Homo sapiens), Q9HD26; purified CAL PDZ, TMR-peptide fluorescence polarization, 1 h; AID 602252, 2012; inhibition, % at 24.9 µM;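 active = mean inhibition of at least 30% with at least half of replicates also reaching 30%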;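 note: 0% = DMSO neutral control and 100% = excess unlabeled competitor peptide PRC23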
V-ATPase pH – regulators of yeast V-ATPase proton pumping, primary screen, pHLuorin cytosolic pH fluorescence | S. cerevisiae | response, % at 10 µM | actives 0.37% (n = 350,000) | AID 504577, 2011; in the data active = response mostly above about 7.3%, no sharp cut-off; inactive = mostly below about 5.4%; note: actives read high; inactives centre near 0; some compounds called inactive have numbers as strong as hits; reference of the scale not given here
RTF Ca sens act – cardiac RTF calcium sensitivity activators, primary screen, biochemical, IANBD-TnC fluorescence, EC20 calcium. actives 0.24% (n = 340,000). activation, % at 7.2 µM. IANBD-labeled TnC RTF fluorescence at EC20 calcium; 0% EC20 calcium, 100% full calcium. AID 493008, 2010;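 active = activation above the mean over all tested compounds plus 3 SD, cut at about 30% in these data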;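 note: rise in fluorescence read as greater calcium sensitivity of cardiac thin filaments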
Keap1 Nrf2 FP – Keap1-Nrf2 protein-protein interaction inhibitors, primary screen, biochemical, fluorescence polarization, single point | actives 0.15% (n = 340,000) | Keap1 Kelch-Nrf2 peptide fluorescence polarization, 1536-well | AID 504523, 2011 | Kelch-like ECH-associated protein 1 (Homo sapiens), Q14145 | inhibition, % at 9.4 µM; in the data active = inhibition above about 12%;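 note: human Keap1 Kelch domain with fluorescein labeled Nrf2 9mer peptide probe; 0% = neutral control wells and 100% = peptide positive control; higher means more block of Keap1 binding to Nrf2 peptide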
MOR-DOR ag – agonists of OPRM1-OPRD1 heterodimerization, primary screen, cell-based, luminescence; activation, % at 9.3 µM; Mu-type opioid receptor (Homo sapiens) + Delta-type opioid receptor (Homo sapiens), …; actives 0.3% (n = 340,000); cells; in the data active = activation above about 18%;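 note: 0% = vehicle-treated cells and 100% = reference agonist; values of inactives mirror those of a sister screen read the other way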
Target sequence (P35372 whole entry, looked up): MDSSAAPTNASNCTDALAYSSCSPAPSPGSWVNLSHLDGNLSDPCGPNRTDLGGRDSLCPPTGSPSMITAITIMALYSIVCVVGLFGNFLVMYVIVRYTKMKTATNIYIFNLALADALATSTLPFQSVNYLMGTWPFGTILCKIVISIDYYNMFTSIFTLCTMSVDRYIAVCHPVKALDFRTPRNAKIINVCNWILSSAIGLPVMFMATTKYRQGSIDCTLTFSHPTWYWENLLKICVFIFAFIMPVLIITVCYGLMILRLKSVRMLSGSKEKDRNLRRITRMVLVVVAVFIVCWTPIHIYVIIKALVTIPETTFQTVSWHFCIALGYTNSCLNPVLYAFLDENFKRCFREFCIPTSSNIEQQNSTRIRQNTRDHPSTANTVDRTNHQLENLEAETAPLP
Target sequence (P41143 whole entry, looked up): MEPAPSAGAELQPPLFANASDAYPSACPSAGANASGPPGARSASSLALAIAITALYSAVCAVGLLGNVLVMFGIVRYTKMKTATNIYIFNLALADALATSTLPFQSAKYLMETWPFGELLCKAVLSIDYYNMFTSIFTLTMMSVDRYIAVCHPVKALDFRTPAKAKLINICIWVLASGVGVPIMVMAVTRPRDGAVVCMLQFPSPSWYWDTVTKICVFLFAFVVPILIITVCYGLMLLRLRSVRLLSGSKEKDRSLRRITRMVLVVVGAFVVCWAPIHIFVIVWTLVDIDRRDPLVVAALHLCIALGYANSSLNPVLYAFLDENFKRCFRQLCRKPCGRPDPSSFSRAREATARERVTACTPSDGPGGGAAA
Cardiac RTF inh – cardiac RTF calcium sensitivity inhibitors, primary screen, biochemical, IANBD-TnC fluorescence, EC70 calcium; Troponin I, cardiac muscle (Homo sapiens) + Troponin T, cardiac muscle (Homo sapiens) + …; IANBD-labeled cardiac RTF, Ca2+ fluorescence; actives 0.12% (n = 340,000); inhibition, % at 7.15 µM; AID 493244, 2011;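 active = inhibition above the mean inhibition of all tested compounds plus 3 SD, cut at about 17% in these data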;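 note: assay run at fixed EC70 calcium of 1.6 mM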
HTR5A ag ctr – HTR5A agonists in luminescence cell assay, primary screen, counter-screen for OPRM1-OPRD1 heterodimer agonist project, full-deck HTS; 5-hydroxytryptamine receptor 5A (Homo sapiens), P47898; cell-based; activation, % at 9.3 µM; actives 0.61% (n = 340,000); in the data active = activation mostly above about 9.5%, no sharp cut-off; inactive = mostly below about 7.6%;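 note: 0% = cells with vehicle only and 100% = reference agonist; strong numbers were not always called active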
LANA DNA inh – inhibitors of KSHV C-LANA binding to DNA, primary screen, biochemical, fluorescence polarization, FAM-LBS DNA, MBP-C-LANA, single point; Kaposi's sarcoma herpesvirus LANA C-terminal domain (residues 932-1162) DNA binding; inhibition, % at 9 µM; actives 0.078% (n = 340,000);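 active = highest replicate inhibition at or above 60% at 9 µM, even if other replicates fall short; inactive = all replicates below 60% inhibition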;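 note: 0% = neutral control wells and 100% = 4 µM acridine orange control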
HTR5A inv ag – HTR5A inverse agonists in luminescence cell assay, primary screen, counter-screen for OPRM1-OPRD1 heterodimer inverse agonist project, full-deck HTS; 5-hydroxytryptamine receptor 5A (Homo sapiens), P47898; HTR5A cell line, inverse agonism; inhibition, % at 9.3 µM; actives 0.083% (n = 340,000); AID 504634, 2011; in the data active = inhibition mostly above about 23%, no sharp cut-off; inactive = mostly below about 18%;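 note: 0% = cells with DMSO and 100% = no-cell wells with DMSO; some compounds called inactive have numbers as strong as hits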
MOR-DOR inv ag – inverse agonists of MOR-DOR heterodimerization, primary screen, cell-based, luminescence; inhibition, % at 9.3 µM; actives 0.21% (n = 340,000); cell-based MOR-DOR heterodimer luminescence, inverse agonism; AID 504357, 2011; in the data active = inhibition above about 22%, passing the limit was not always enough;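 note: 0% = cells with DMSO and 100% = wells without cells with DMSO; values of inactives mirror those of a sister screen read the other way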
Starred values were filed as active, the others as inactive; . = no result given.

item	SMILES	CAL-PDZ inh HTS	V-ATPase pH	RTF Ca sens act	Keap1 Nrf2 FP	MOR-DOR ag	Cardiac RTF inh	HTR5A ag ctr	LANA DNA inh	HTR5A inv ag	MOR-DOR inv ag
1	CNC(=S)N1CCN(C(c2ccccc2)c2ccccc2)CC1	.	1	8	-3	2.3	5	-3	-1.1	-7	-12
2	COc1cc(/C=N/NC(=O)c2cccc(S(=O)(=O)N3CCCCC3)c2)cc(Br)c1O	4	2	-2	2	-1.4	0	0	0.3	-1	7
3	O=C(NCc1cccs1)C1CCC(=O)N(Cc2cccc(C(F)(F)F)c2)C1 (configuration not stated)	-4	0	-4	-1	-0.9	8	0	-2.5	-6	5
4	COc1cc(CN2CCN(c3ccccc3F)CC2)cc(OC)c1O	.	-2	4	4	5.3	-3	7	-0.9	-46	-28
5	O=C1c2ccc(-c3nc4ccccc4o3)cc2C(=O)N1Cc1ccccc1	-4	8	3	-4	-2.5	-5	-2	0.0	-20	13
6	O=S(=O)(Nc1ccc(C(F)(F)F)cn1)c1ccccc1	-5	-1	-2	-2	-1.3	-3	1	0.7	11	7
7	CC(=O)OC(COC1C[C@@H]2CC[C@@]1(C)C2(C)C)C[N+]1(C)CCCCC1 (some centres not stated)	1	-3	7	-4	-4.2	1	2	1.1	-8	21
8	CCOC(=O)c1ccc(NC(=O)c2cccc(S(=O)(=O)N3c4ccccc4CC3C)c2)s1 (configuration not stated)	-2	-3	5	-4	3.8	-6	1	0.9	-4	-19
9	CCS(=O)(=O)c1ccc(O)c(NC(=O)CCCC(=O)O)c1	-4	4	2	1	-1.6	-2	2	0.3	-9	8
10	CCCCNCc1cc(OCC)c(OCC(N)=O)cc1Br	38*	5	8	-7	0.4	-4	-2	-0.4	-28	-2
11	Cn1cnc([N+](=O)[O-])c1Sc1nc(N)nc2c1ncn2C1OC(CO)C(O)C1O (configuration not stated)	-2	-1	-2	0	-5.3	-1	2	-2.0	-9	23
12	COC(=O)c1cc(S(=O)(=O)NC2CCC(C)CC2)cn1C (configuration not stated)	-2	0	3	-2	0.9	-3	3	-0.3	10	-4
13	COc1ccc(O)c(C2(O)C(=O)c3ccccc3C2=O)c1	1	8	3	-1	-2.8	-2	-1	-1.6	-26	15
14	CC(NC(=O)COc1ccccc1F)C1CC2CCC1C2 (configuration not stated)	-1	0	0	-2	1.4	-2	0	0.5	3	-7
15	CCC/C=C1/CCCOC(C(=O)NCCN2CCOCC2)(C(F)(F)F)C1 (configuration not stated)	-3	-2	-1	-4	-4.2	-5	6	1.9	-4	19
16	CC(C)Cc1nc(N2CCN(C(=O)c3ccccc3)CC2)c(C#N)c2c1CCC2	-4	1	1	-1	2.4	-4	1	-0.9	-2	-12
17	O=S(=O)(CCNCc1ccccc1)NC1CCCCC1	0	-3	-1	0	0.2	-6	-1	1.4	4	-1
18	CC(=O)Nc1ccc(NC(=O)c2ccccc2N(C)S(=O)(=O)c2ccc(C)cc2)cc1	-3	0	-6	-1	3.9	-1	2	-0.7	-8	-18
19	Cc1ccc(Cn2c(C(C)Nc3nc(-c4ccc(Cl)c([N+](=O)[O-])c4)cs3)nc3cc(C(F)(F)F)ccc32)cc1 (configuration not stated)	-3	-2	-6	0	-1.5	5	2	-0.2	5	8
20	S=C(NCCc1ccc(Cl)cc1)NC1CCCC1	-5	-2	-2	0	0.8	-8	1	-0.7	-23	-5
21	COc1ccc(-c2nc(CS(=O)(=O)CC(=O)Nc3ccc(Cl)cc3)c(C)o2)cc1	.	2	-1	-1	6.4	-13	-1	-1.1	2	-38
22	Cc1cccc(NS(=O)(=O)c2cccc([N+](=O)[O-])c2)n1	.	1	4	-1	-2.0	-3	-2	-1.1	16	10
23	O=C(OCC(=O)c1c[nH]c2ccccc12)c1ccc(Br)o1	.	-4	-5	-1	-0.1	1	0	0.0	11	1
24	N#CC(=C(O)COC(=O)c1ccc2c(c1)OCCO2)c1nc2ccccc2[nH]1	2	-5	4	2	-0.5	-9	-3	-2.6	12	2
25	CCCN1C(=O)/C(=N\OCC(=O)NCC(F)(F)F)c2ccccc21	-3	-2	4	-11	-0.4	-11	-1	-0.8	4	2
26	CCC(Sc1nc(C)cc(C)n1)C(=O)NC1=NN=C(c2ccc(C)cc2)CS1 (configuration not stated)	.	3	-1	-3	2.4	-8	10	-0.7	-62	-12
27	Cc1ncn(-c2ccc(C(=O)Oc3ccccc3)cn2)n1	-1	0	-5	-4	-2.1	-8	-3	-0.6	7	14
28	COc1ccccc1-c1sc2ccccc2c1-c1ccc2c(c1)OCCO2	-1	9	-5	-1	-2.6	-3	8	2.1	-5	12
29	O=C(N/N=C1\CCSC1)c1cc(Cl)ccc1O	40*	-2	2	-2	-2.9	-6	4	-3.0	10	15
30	COC(=O)C1(C(=O)OC)Sc2ccccc2C1=O	0	-3	-8	-2	-2.5	1	-2	-0.3	-6	14
31	CCN1CCN(C(c2ccc(OC)cc2)c2nnnn2Cc2ccc3c(c2)OCO3)CC1 (configuration not stated)	6	-2	2	4	0.0	1	-5	1.4	11	0
32	Cn1c(N)c(C(=O)COC(=O)Cc2ccc(Cl)c(Cl)c2)c(=O)n(C)c1=O	-7	-6	0	-2	0.2	8	0	1.4	12	-1
33	CC(C)(C)NC(=O)C(c1ccc(-c2ccccc2)cc1)N(C[C@H]1CC[C@@H]([C@@H]2CC[C@H](CO)O2)O1)C(=O)c1ccc2ccccc2c1 (some centres not stated)	-3	-4	-3	4	-0.2	-5	1	-3.1	-2	1
34	CN(C)CCO[C@@H](c1ccc(Cl)cc1)c1ccccn1	4	-2	6	-4	-0.3	-1	-2	1.2	-8	2
35	CN(C(=O)c1ccc([N+](=O)[O-])cc1)c1ccccc1C(=O)NCc1ccccc1	-1	2	3	-7	-1.9	-8	1	1.1	-5	11
36	CCn1c(CNc2ccccc2Cl)nnc1SCC(=O)NCc1ccccc1	2	5	-2	-3	-0.6	-9	-1	-0.9	2	3
37	O=C(CCC(=O)N(c1cccc(F)c1)C(C(=O)NC1CCCC1)c1ccncc1)Nc1cccnc1 (configuration not stated)	-2	-5	7	-1	-2.5	-7	-2	-0.8	-18	14
38	N#C/C(=C\c1c[nH]c2ccccc12)C(=O)NCC1CCCO1 (configuration not stated)	-3	-4	2	2	-3.3	-6	0	2.4	-7	16
39	CC[C@@]12C(=O)N(c3ccccc3)C(=O)N1[C@H](c1ccc(Br)cc1)[C@@H]1C(=O)N(C(C)(C)C)C(=O)[C@@H]12	-4	-1	2	-2	-0.7	-9	7	0.3	13	4
40	CS(=O)(=O)c1ccccc1C(=O)Nc1ccc(S(=O)(=O)N2CCCC2)cc1	.	-2	-5	-1	-1.4	-6	-5	-0.5	17	8
41	CCOC(=O)c1ccc(NC(=O)CCC(CC)C(=O)O)cc1 (configuration not stated)	-6	-3	-6	-2	-1.8	2	1	-1.4	0	8
42	CCN1CCCC1CNC(=O)c1cc2c(=O)n(C)c3ccccc3c2n1C (configuration not stated)	-2	-2	-4	-7	-2.5	-8	-4	-1.2	11	12
43	COc1cccc(/C=N/Nc2ccc(C(=O)O)cc2)c1O	0	-1	-5	0	-2.1	-5	0	0.6	-13	10
44	COc1ccc(/C=C(\C#N)C(=O)OCC(=O)Nc2ccc(C(C)(C)C)cc2)cc1	-4	0	5	-6	1.4	-13	0	-0.5	-19	-7
45	CCCS(=O)(=O)N1CCN(Cc2ccco2)CC1	1	5	-3	-3	0.1	-6	-2	2.5	11	-1
46	COc1ccc(/C=C/C(=O)OCC(=O)Nc2ncc(Cl)cc2Cl)cc1	4	-1	0	2	-1.9	2	-5	2.0	18	9
47	CC(=O)Nc1ccc(NC(=O)c2ccccc2S(=O)(=O)c2ccc([N+](=O)[O-])cc2)cc1	1	0	-2	0	6.3	-11	-1	-1.6	3	-46
48	COc1ccc(CC2(CO)CCN(CC3=Cc4cc(Cl)ccc4OC3)CC2)cc1	6	1	-5	-5	6.6	-4	6	-1.5	-4	-34
49	Cc1nc(CN(C)C(=O)CC2C(=O)NCCN2Cc2ccc(-c3ccccc3)cc2)cs1 (configuration not stated)	-8	-4	-2	-2	-0.6	2	7	-0.4	0	3
50	Cc1oc2ccc(O)c(CN3CCOCC3)c2c1C(C)O (configuration not stated)	-4	2	0	3	-3.2	-5	9	-1.3	-23	16
51	COC(=O)c1cc(S(=O)(=O)N2CCOCC2)c(N2CCOCC2)cc1N1CCOCC1	1	0	-2	-4	-0.3	-7	1	3.6	-2	1
52	O=C1Nc2ccc(F)cc2C12Nc1ccccc1-c1nnc(SCc3ccccc3F)nc1O2 (configuration not stated)	-5	-1	-5	0	-11	-6	-4	0.4	10	69*
53	CC(=O)Nc1ccc(NC(=O)C2CCCCC2C(=O)O)cc1 (configuration not stated)	-20	2	0	-6	-2.1	-18	-8	-1.2	19	11
54	Cc1ccc(S(=O)(=O)c2nnn3c2nc(N2CCOCC2)c2ccccc23)c(C)c1	2	0	-5	4	-0.4	1	-1	-1.0	13	2
55	COc1cc(O)c(C(CC(=O)N2CCOCC2)c2ccc(N(C)C)cc2)c(OC)c1 (configuration not stated)	2	-2	4	-5	-2.6	2	-2	5.3	8	14
56	Cc1ccccc1NC(=O)c1ccc(CN(c2ccccc2)S(=O)(=O)c2ccccc2)cc1	-2	2	-2	1	-4.5	-3	7	-0.2	5	24
57	O=C(Cn1c(=O)n(CC2CCCO2)c(=O)c2ccccc21)c1ccccc1 (configuration not stated)	1	3	0	-4	-3.4	4	1	0.0	-3	14
58	CCCOc1ccc2c3c(c(=O)oc2c1OCCC)CCCC3	-3	2	8	-3	-1.1	-2	1	1.8	-3	5
59	O=C1NC(=O)C2(Br)Nc3ccc(Br)cc3C(=O)C2N1 (configuration not stated)	29	1	-3	-7	-1.3	-1	-1	0.0	4	6
60	CCCc1cc(=O)oc2cc(OCc3ccc(C(=O)O)o3)ccc12	1	-2	-5	2	-1.6	3	-1	1.0	5	8
61	O=C(c1ccc2c(c1)CCN2S(=O)(=O)c1ccccc1)N1CCN(c2ccccc2F)CC1	3	-1	-2	-2	-2.1	2	0	-1.0	-15	11

Screens deposited in PubChem BioAssay by several laboratories.

Random draw from the library (roughly 2.8% active in at least one column).
